Growth percent in the NCI-60 one-dose screen (48 h, 10 µM unless noted): 100 = growth as untreated, 0 = no growth, -100 = all killed.
NCI-H226 – NCI-H226 lung cancer | 79,000 compounds, 3.5% hits
NCI-H322M – NCI-H322M lung cancer; AID 1794733; 80,000 compounds, 2.7% hits
NCI-H460 – NCI-H460 lung cancer; 82,000 compounds, 6.8% hits; AID 1794736
KM12 – KM12 colon cancer cells; 82,000 compounds, 5% hits; AID 1794800
SW-620 – SW-620 colon cancer. AID 1794795. 82,000 compounds, 5.2% hits
HT29 – HT29 colon cancer; 81,000 compounds, 7.4% hits; AID 1794748
HCT-116 – HCT-116 colon cancer | 82,000 compounds, 7.3% hits | AID 1794798
COLO 205 – COLO 205 colon cancer | AID 1794742 | 79,000 compounds, 7.3% hits
HCT-15 – HCT-15 colon cancer | AID 1794746 | 82,000 compounds, 5.2% hits
The depositor's hits bear a star; . = not tested or not shown. How the source made its calls: active means growth percent below 10; inactive means the rest. Outcome played no part in choosing rows. About 11% of those tested had a hit in this group.

SMILES	NCI-H226	NCI-H322M	NCI-H460	KM12	SW-620	HT29	HCT-116	COLO 205	HCT-15
COc1ccc(/C=C2\CCCC3=C2N=C2SC(C)=NN2C3c2ccc(OC)cc2)cc1 (stereo not drawn)	100.3	105.0	105.1	108.4	112.6	104.2	100.6	119.1	100.9
CCn1c(N)c2nnn(-c3ccc(S(N)(=O)=O)cc3)c2nc1=S	93.1	96.8	104.8	105.2	102.1	106.7	102.8	109.3	107.9
CC(=O)C[n+]1cccc2c3ccccc3ccc21	97.0	89.7	82.4	88.2	92.3	93.4	87.4	70.5	97.5
COc1ccc(Nc2ncnc3onc(-c4ccccc4)c23)cc1	.	101.5	103.0	103.4	103.9	89.5	99.5	108.5	100.7
N#Cc1nc2ccccc2n1OCc1ccccc1	115.3	96.9	107.3	100.6	107.7	102.3	103.6	106.4	99.2
COc1ccc(C(=O)C/C(=C\c2ccc(Cl)cc2)C(=O)NN)cc1	88.2	83.9	106.5	104.9	94.4	100.3	96.7	107.3	101.2
COc1ccc(N2CCN(C(CNC(=O)C3CCCCC3)c3ccc4c(c3)OCO4)CC2)cc1 (stereo not drawn)	98.6	96.7	89.2	87.0	95.0	102.3	89.6	108.8	84.2
Brc1ccc(Br)s1	99.5	120.2	108.9	98.7	97.0	102.5	98.1	114.0	114.8
COC(=O)C(C(=O)OC)c1ccccc1	88.8	106.3	103.3	114.9	114.6	103.4	103.8	109.2	97.5
Cc1cc2ccccc2c(O)c1C#N	102.0	118.7	106.7	104.7	103.6	123.3	105.3	112.4	92.2
CCNC(=O)c1[nH]cc(-c2ccccc2)c1-c1cc(OC)c(OC)c(OC)c1	94.1	101.8	101.9	104.7	102.2	101.9	96.1	106.0	102.4
COc1ccc(-c2cc(/C=C3\C(=O)Nc4ccccc43)[nH]n2)cc1	92.9	79.0	98.2	67.8	94.1	101.2	92.3	99.9	93.0

One compound at a time, from the list above. Order of screens: NCI-H226 | NCI-H322M | NCI-H460 | KM12 | SW-620 | HT29 | HCT-116 | COLO 205 | HCT-15
Record of COc1ccc(-c2cc(/C=C3\C(=O)Nc4ccccc43)[nH]n2)cc1 = 92.9 | 79.0 | 98.2 | 67.8 | 94.1 | 101.2 | 92.3 | 99.9 | 93.0
Record of COc1ccc(N2CCN(C(CNC(=O)C3CCCCC3)c3ccc4c(c3)OCO4)CC2)cc1 (stereo not drawn) = 98.6 | 96.7 | 89.2 | 87.0 | 95.0 | 102.3 | 89.6 | 108.8 | 84.2

(cont.)
SMILES	NCI-H226	NCI-H322M	NCI-H460	KM12	SW-620	HT29	HCT-116	COLO 205	HCT-15
COC(=O)Cc1ccc([N+](=O)[O-])cc1[N+](=O)[O-]	105.5	100.0	114.1	102.8	109.7	110.8	94.2	.	96.0
Cc1cc2nc3ccc(N(C)C)cc3nc2cc1N	103.3	93.4	97.2	74.2	88.6	81.5	84.0	98.1	81.2
COc1cc2c(c(OC)c1OC)C(=O)CC(c1cccc(NC(=O)c3cc(NC(=O)[C@@H](N)CO)ccc3Cl)c1)O2 (stereo partly drawn)	77.3	96.6	98.8	98.3	107.1	115.8	84.6	128.6	84.8
COc1ccc(CNC(=O)C(=O)[C@H](Cc2ccccc2)NC(=O)c2[nH]c3ccccc3c(=O)c2C)cc1OC	99.1	93.6	108.6	104.2	101.9	103.6	102.2	110.0	101.7
C1CCc2onc(-c3noc4c3CCCCC4)c2CC1	123.1	102.0	140.1	106.6	124.4	103.4	104.8	118.1	103.1
O=[N+]([O-])c1cccc2cnccc12	108.7	92.3	113.7	106.9	108.8	102.2	106.5	103.0	109.2
Nc1c(I)cc(I)cc1C(=O)O	102.9	96.5	102.7	109.3	99.0	101.6	103.7	101.6	97.1
Cc1ccc(C2=NN3C(C2)c2cc(Cl)ccc2OC3c2ccncc2)cc1 (stereo not drawn)	82.6	85.4	64.6	75.9	86.3	105.9	72.1	105.6	73.8
Cc1ccc(/C=C2\C(=O)N(C)c3ccc(Br)cc32)s1	80.6	98.4	95.0	98.7	100.6	108.5	90.9	99.8	96.5
C#C[C@]1(O)CC[C@H]2[C@@H]3CC=C4c5sc(N6CCCCC6)nc5CC[C@]4(C)[C@H]3CC[C@@]21C	106.1	87.1	98.4	91.9	101.1	100.4	94.0	121.8	71.5
Cc1ccc(NC(=O)N(CCCl)N=O)cc1NC(=O)N(CCCl)N=O	88.7	89.4	97.9	94.5	85.1	101.1	97.4	89.6	95.1
COC(=O)C(=O)/C=C(\O)c1cc2cc(OC)ccc2o1	89.4	115.7	109.7	108.4	104.9	110.6	103.8	115.9	93.5
COc1cc(C2CC(=O)Nc3[nH]ncc32)cc(OC)c1O (stereo not drawn)	101.8	107.5	107.0	103.6	106.4	89.3	78.8	95.3	96.8
Cc1cccc(C2CC(c3ccccc3Cl)=NN2c2ccc(-c3ccccc3)nn2)c1 (stereo not drawn)	86.5	100.5	88.1	92.6	89.2	58.7	69.2	81.8	91.3
CCC(CC)NC(CC)CO (stereo not drawn)	100.4	122.1	99.8	121.5	96.4	95.6	110.9	112.3	104.3
COc1ccc(C(Cc2ccccc2)NC(CO)(CO)CO)cc1 (stereo not drawn)	99.9	110.7	102.4	112.6	87.7	98.3	101.0	106.5	99.6
COc1cc(-c2ccc(NC(=O)CC(C)=O)c(OC)c2)ccc1NC(=O)CC(C)=O	91.4	101.6	109.1	106.1	104.3	106.8	104.6	114.6	96.7
CCC(C)Nc1ccc(NC(C)CC)cc1 (stereo not drawn)	91.3	86.4	100.7	112.5	106.3	71.5	28.2	9.5*	97.7
C=CCn1c(SCC(=O)N2CCN(c3cc4c(cc3F)c(=O)c(C(=O)O)cn4C3CC3)CC2)nnc1-c1ccc(OC)c(OC)c1	97.6	113.7	108.7	98.4	104.5	101.0	97.6	114.8	108.0
Cc1cc(SCSc2cc(C)[o+]c(C)c2)cc(C)[o+]1	92.3	101.3	102.9	102.8	97.2	109.2	83.1	106.5	101.3
COc1cc(C2C3CCCN3C3(C(=O)Nc4ccccc43)C2C(=O)c2ccc(Br)cc2)cc(OC)c1OC (stereo not drawn)	85.5	87.9	96.8	87.4	99.8	85.3	94.5	96.7	89.1
COc1ccc2c(c1)[n+](=O)c(C(=O)NCCc1ccccc1)c(C)n2[O-]	125.1	101.3	115.6	106.1	106.1	112.8	109.7	118.0	117.2
O=C1c2c(nc3ccccn23)NC(=O)N2CCC[C@@H]12	100.0	106.4	104.6	105.1	105.5	105.7	89.0	123.1	99.9
OCC(O)C1OC(c2ccccc2)OC(CO)C1O (stereo not drawn)	.	.	107.8	110.0	101.7	103.0	106.6	105.2	112.9
N#Cc1cnc2ccc(-c3cnc4[nH]ncc4c3)cc2c1N1CCc2cc(F)c(Cl)cc21	-0.2*	15.3	3.2*	14.0	17.9	2.6*	8.5*	12.0	3.3*
Nc1c(C(=O)Nc2cc(Cl)cc(Cl)c2)sc2nc3c(cc12)C(O)CCC3 (stereo not drawn)	100.5	99.9	103.5	97.4	101.6	99.8	96.9	115.7	91.6
COc1ccc(Nc2nc(=O)[nH]c(N)c2N=O)cc1	98.6	.	102.6	105.7	104.9	97.1	113.1	109.8	107.0
O=C1c2cccc3c(-c4ccccc4)ccc(c23)C(=O)N1c1nc2ccccc2s1	96.9	87.6	90.3	90.2	91.9	100.5	92.3	113.6	98.7
COc1ccccc1CNCCCCCCCCCCCCN1C(=O)c2ccc3c4c(ccc(c24)C1=O)C(=O)N(CCCCCCCCCCCCNCc1ccccc1OC)C3=O	.	110.7	35.5	46.6	74.1	53.4	-43.0*	108.9	77.7
Cc1ccc(Cc2cnc(-n3nnc(C(=O)O)c3C)s2)cc1	96.7	98.5	105.4	100.7	99.6	101.2	99.3	105.4	103.0
CCOC(C)CCCS(=O)(=O)O (stereo not drawn)	101.6	90.6	108.8	107.2	107.4	104.3	102.2	111.8	97.0
CCCCOc1nc2ccc(OC)cc2cc1/C=C/C(=O)/C=C(/C=C/c1cc2cc(OC)ccc2nc1OCCCC)OB(F)F	104.0	96.3	108.6	106.0	110.6	102.2	93.0	109.1	114.9
O=C(O)c1cc(Cl)nc2ccccc12	98.1	138.0	106.8	98.6	107.1	98.8	111.3	113.0	105.7
OC(CBr)C(O)CBr (stereo not drawn)	88.1	102.1	47.0	103.8	85.8	90.2	92.8	101.1	89.8
c1coc(CNc2ccnc(Nc3ccc(OCCN4CCCC4)cc3)n2)c1	71.9	96.7	92.2	81.6	92.3	71.1	58.9	94.0	89.1
Oc1ccc2ccccc2c1CN1CCOCC1	104.7	111.7	115.5	114.0	112.6	110.5	103.4	105.9	107.1
NC(=S)N/N=C(\c1ccc(Cl)cc1)C1CC1	74.7	88.0	102.1	100.1	72.0	50.6	3.7*	92.6	84.3
CCOC(=O)C1=NN(c2ccccc2)C(=O)C1N=Nc1ccc(S(=O)(=O)Nc2onc(C)c2C)cc1 (stereo not drawn)	99.0	.	99.9	114.0	90.4	116.1	107.4	120.4	99.2
Cc1ncc(C(=O)Nc2ccc(CN3CCN(C)CC3)c(C(F)(F)F)c2)cc1C#Cc1cnc2cccnn12	-56.8*	-1.8*	-53.1*	-1.0*	-5.1*	0.7*	0.5*	-41.5*	4.1*
CC1C(=O)C2C(CCC3=CC(=O)CCC32C)C2CCC(C(C)(C)OCCO)C12C (stereo not drawn)	89.6	84.6	108.5	99.8	101.2	86.0	86.7	100.0	89.6
C/C(=N\NC(=O)/C=C/CC(=O)O)c1nnn(-c2ccc([N+](=O)[O-])cc2)c1C	96.9	99.1	111.0	97.2	100.3	105.5	97.9	107.7	105.5
CC(=O)c1cc2c(N)c(C(=O)Nc3ccccc3)sc2nc1C	92.0	50.8	15.9	75.1	69.4	67.3	101.9	4.9*	60.3
O=C(O)c1cn(C2CC2)c2cc(N3CCN(Cc4cc(Cl)ccc4O)CC3)c(F)cc2c1=O	82.8	77.9	52.0	62.5	83.6	44.9	72.3	75.7	45.7
COc1ccc(-n2c(-c3ccccc3)c(-c3ccccc3)c3c(SCC(=O)n4[nH]c(N)cc4=O)ncnc32)cc1	63.4	97.1	97.9	89.6	101.3	96.6	79.9	92.9	99.8
CCOC(=O)c1ccc2n1CCc1cnc(NC3CCCC3)nc1-2	104.0	89.6	107.8	104.0	96.7	94.4	89.4	105.6	77.2
CS(=O)(=O)OCc1cc(=O)c(OS(C)(=O)=O)co1	.	96.9	93.5	98.3	88.8	96.9	66.4	95.5	85.4
O=[N+]([O-])c1cc(Br)c2cccc3c2c1CC3	103.0	106.4	105.9	108.6	106.6	108.3	105.8	118.1	100.3
CC1=CN2C(=NC(c3ccc(Cl)c(Cl)c3)=CC2c2ccc(Cl)cc2)S1 (stereo not drawn)	100.0	108.5	103.7	98.3	101.2	88.5	91.3	108.6	98.8
N/N=C(\N)c1ncc(-c2ccc(C(F)(F)F)cc2)c(NC2CCCCCC2)n1	76.5	91.9	97.7	85.0	92.1	26.3	79.5	101.2	85.3
c1ccc(-n2cc(COc3ncnc4c3cnn4-c3ccccc3)nn2)cc1	.	99.6	104.0	103.5	103.2	98.3	91.9	111.5	102.4
O=C(/C=C\c1cccc(Br)c1)c1ccc(Cl)cc1	105.6	100.1	118.3	105.9	91.1	91.0	95.9	113.9	92.4
O=C1/C(=C/c2ccc(Cl)cc2)COc2ccc(O)cc21	98.8	94.8	101.7	20.3	2.3*	15.3	4.5*	78.2	29.3
C[C@]12CCC(=O)C=C1[C@@H]1C[C@@H]1C1C2CC[C@@]2(C)C1[C@@H]1C[C@@H]1[C@@]21CCC(=O)O1 (stereo partly drawn)	78.1	96.8	98.4	109.4	105.7	97.9	90.1	125.7	100.7
O=C(O)CNC(=O)CCc1nc2c(=O)[nH]c(=S)[nH]c2[nH]c1=O	106.7	98.8	103.5	103.1	103.9	105.3	102.8	120.0	100.1
CCSC(=S)NC(=O)c1ccccc1	94.4	101.4	102.6	99.3	103.9	104.8	107.0	110.7	104.5
O=S(=O)(c1ccc(N/N=C\c2ccccc2Cl)cc1)c1ccc(N/N=C/c2ccccc2Cl)cc1	74.9	94.2	71.2	69.9	87.6	79.2	80.8	97.1	73.7
CCCCc1nc(/C=C/C(=O)c2ccc(C(F)(F)F)cc2)c(Cl)[nH]1	80.4	99.6	98.6	96.3	99.2	85.7	66.6	100.9	93.6
Cc1cc(C)c(C(=O)Sc2ccccc2)c(C)c1	92.5	87.6	112.2	97.5	103.1	98.9	95.7	104.4	96.6

By substructure: those above containing a COOH group (7)
SMILES	NCI-H226	NCI-H322M	NCI-H460	KM12	SW-620	HT29	HCT-116	COLO 205	HCT-15
Nc1c(I)cc(I)cc1C(=O)O	102.9	96.5	102.7	109.3	99.0	101.6	103.7	101.6	97.1
C=CCn1c(SCC(=O)N2CCN(c3cc4c(cc3F)c(=O)c(C(=O)O)cn4C3CC3)CC2)nnc1-c1ccc(OC)c(OC)c1	97.6	113.7	108.7	98.4	104.5	101.0	97.6	114.8	108.0
Cc1ccc(Cc2cnc(-n3nnc(C(=O)O)c3C)s2)cc1	96.7	98.5	105.4	100.7	99.6	101.2	99.3	105.4	103.0
O=C(O)c1cc(Cl)nc2ccccc12	98.1	138.0	106.8	98.6	107.1	98.8	111.3	113.0	105.7
C/C(=N\NC(=O)/C=C/CC(=O)O)c1nnn(-c2ccc([N+](=O)[O-])cc2)c1C	96.9	99.1	111.0	97.2	100.3	105.5	97.9	107.7	105.5
O=C(O)c1cn(C2CC2)c2cc(N3CCN(Cc4cc(Cl)ccc4O)CC3)c(F)cc2c1=O	82.8	77.9	52.0	62.5	83.6	44.9	72.3	75.7	45.7
O=C(O)CNC(=O)CCc1nc2c(=O)[nH]c(=S)[nH]c2[nH]c1=O	106.7	98.8	103.5	103.1	103.9	105.3	102.8	120.0	100.1
